Screening data as filed in PubChem.
TRPV1 ag: HTS Assay for Compounds that Act as Agonists of the Vanilloid Receptor 1. Transient receptor potential cation channel subfamily V member 1 (Homo sapiens), Q8NER1. TRPV1-expressing cells, Fluo-8 calcium influx, agonist mode. activation, % at 8.33 µM. 320,000 tested, 0.19% active; in the data active means activation above about 80%; inconclusive means between about 30% and that limit; further: 0% is about no effect
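TRPV1-expressing cells were cultured overnight at 35.5C and loaded with Fluo-8 calcium dye for 40 to 90 min at room temperature. After a 10 s baseline, compound was added and calcium influx was read kinetically for 3 min (ex 480/em 520 nm).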
B2AR arrestin: qHTS assay of beta-arrestin-biased ligands of beta2-adrenergic receptor; AID 492947, 2010; beta-arrestin recruitment to beta2AR, cell-based reporter; 330,000 tested, 0.02% active; Potency, µM (highest dose often 46.1 µM), inactives show top-dose activation, actives largely listed as activators;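 further: potency means the concentration at half of the fitted maximal effect; 0% = DMSO controls and full agonism = EC100 isoproterenol or metaproterenol; nearly all actives have a fitted effect of over 65% in size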
KCNH2 3.1 block: qHTS for Inhibitors of KCHN2 3.1: Mutant qHTS; Potassium voltage-gated channel subfamily H member 2, brain isoform KCNH2 3.1 (human); U2OS KCNH2 3.1, thallium flux FluxOr; stronger effect = lower value; activity change, % (tested at about 1.8 µM); 340,000 tested, 0.95% active;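 active means maximum activity change below -70%; inconclusive means maximum activity change from -70% to -50%; inactive means maximum activity change above -50%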;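 further: thallium influx rate constant from kinetic fluorescence after stimulation buffer; on the % scale 0 is the no-effect control and ±100 the full control effect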
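Steps: virus added to U2OS suspension (4 h, RT, dark); medium with 10% FBS added, cells plated, 37 C overnight; FluxOr/Red40 loading buffer 45 min RT; stimulation buffer, 2 min kinetic read; rate constant normalized.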
Giardia killer: Small Molecules that selectively kill Giardia lamblia: qHTS; Giardia lamblia trophozoite viability; activity change, % at 7.66 µM, hits read low; 340,000 tested, 0.15% active; AID 540267, 2011; in the data active means activity change below about -80%; inconclusive means between about -30% and that limit;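 further: parasites exposed to compound for two days anaerobically before the ATP read; on the % scale 0 is the no-effect control and ±100 the full control effect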
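Giardia lamblia trophozoites (100 cells/well) were incubated with compounds for 48 h at 37 deg C under anaerobic conditions. Viability was read as ATP content by one-step luminescence after 15-30 min at room temperature.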
USP2a inh: qHTS Assay for Inhibitors of Ubiquitin-specific Protease USP2a Using CHOP2 as the Reporter | Ubiquitin carboxyl-terminal hydrolase 2 (Homo sapiens), O75604 | USP2 core, Ub-CHOP2 coupled fluorogenic reporter, 485/531 | Potency, µM (top dose mostly 38.3 µM), for the others: top-dose activity change, negative = inhibition, actives largely listed as inhibitors | 330,000 tested, 0.01% active;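 further: potency means the concentration at half of the fitted maximal effect; plate controls were DMSO wells for no effect and full inhibition by NEM control for full effect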
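Cell-free coupled assay: 10nM USP2 core preincubated 30min RT with compound in Tris-HCl pH 8.0/CaCl2/CHAPS buffer, then 25nM Ub-CHOP2 and 25nM reporter substrate; fluorescence (Ex 485/Em 531) read after 60min RT, normalized to NEM inhibition, concentration-response curves fitted.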
GALK inh: qHTS Assay for Inhibitors of Human Galactokinase (GALK); P51570; Purified GALK, Kinase-Glo residual ATP luminescence; Potency, µM (doses to about 57.5 µM), inactives show at the highest dose activity change, negative = inhibition, usual class: inhibitors; 270,000 tested, 0.007% active; further: potency means the concentration at half of the fitted maximal effect; on the % scale 0 is the no-effect control and ±100 the full control effect
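ATP-depletion format; final 35 uM ATP, 100 uM D-galactose, 5 nM enzyme; pH 8.0 HEPES/Mg2+ buffer; 60 min RT; luminescence read 10 min after detection reagent.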
PKM2 act: qHTS Assay for Activators of Human Muscle isoform 2 Pyruvate Kinase; purified PKM2, Kinase-Glo ATP luminescence, activation; response scale: 0% is enzyme alone, no compound; Potency, µM (highest dose often 57.5 µM), without a hit: at the highest dose activation, most hits filed as activators; 260,000 tested, 0.34% active; AID 1631, 2009; further: potency means the concentration at half of the fitted maximal effect; on the % scale 0 is the no-effect control and ±100 the full control effect; nearly all actives have a fitted effect of over 55% in size
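Purified hPK-M2 (>95% pure) converted ADP (0.1 mM final) to ATP with 0.5 mM PEP in 50 mM imidazole pH7.2, KCl, MgCl2, Tween 20, BSA; 1 h at room temperature. ATP detected by Kinase-Glo luminescence.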
Menin MLL FP TR: qHTS Assay for Inhibitors Targeting the Menin-MLL Interaction in MLL Related Leukemias: Competition With Texas Red Labeled MLL-derived Mutant Peptide; O00255; Menin + Texas Red MLL mutant peptide, fluorescence polarization; Potency, µM (doses to about 61.6 µM), for inactives: at the top dose FP activity change, negative = inhibition, most hits filed as inhibitors; 270,000 tested, 0.23% active; AID 1768, 2009; active means well fitted inhibition curve with a large enough effect in the polarisation, with a control signal flat, not every such curve was filed as active; inconclusive means small, poorly fitted or top-dose-only effect, or effect the other way, or a change in a side signal; inactive means no such curve, though single readings can be large or run the other way; the % refers to the polarisation; further: potency means the concentration at half of the fitted maximal effect; % of control where 0% means no effect; many of its hits are not listed in these tables
MLL CXXC-DNA inh: qHTS Fluorescence Polarization Assay for Inhibitors of MLL CXXC domain - DNA interaction; Histone-lysine N-methyltransferase 2A (Homo sapiens), Q03164; Potency, µM (highest dose often 115 µM), inactives show at the top dose activity change, negative = inhibition, most hits filed as inhibitors; MLL-CXXC / FITC-HOXA9 DNA fluorescence polarization; 290,000 tested, 0.037% active; active means well fitted inhibition curve with a large enough effect in the polarisation, with a control signal flat, not every such curve was filed as active; inconclusive means small, poorly fitted or top-dose-only effect, or effect the other way, or a change in a side signal; inactive means no such curve, though single readings can be large or run the other way; the % refers to the polarisation; further: potency means the concentration at half of the fitted maximal effect
Target sequence (Q03164 whole entry, looked up, the tested form may be a part): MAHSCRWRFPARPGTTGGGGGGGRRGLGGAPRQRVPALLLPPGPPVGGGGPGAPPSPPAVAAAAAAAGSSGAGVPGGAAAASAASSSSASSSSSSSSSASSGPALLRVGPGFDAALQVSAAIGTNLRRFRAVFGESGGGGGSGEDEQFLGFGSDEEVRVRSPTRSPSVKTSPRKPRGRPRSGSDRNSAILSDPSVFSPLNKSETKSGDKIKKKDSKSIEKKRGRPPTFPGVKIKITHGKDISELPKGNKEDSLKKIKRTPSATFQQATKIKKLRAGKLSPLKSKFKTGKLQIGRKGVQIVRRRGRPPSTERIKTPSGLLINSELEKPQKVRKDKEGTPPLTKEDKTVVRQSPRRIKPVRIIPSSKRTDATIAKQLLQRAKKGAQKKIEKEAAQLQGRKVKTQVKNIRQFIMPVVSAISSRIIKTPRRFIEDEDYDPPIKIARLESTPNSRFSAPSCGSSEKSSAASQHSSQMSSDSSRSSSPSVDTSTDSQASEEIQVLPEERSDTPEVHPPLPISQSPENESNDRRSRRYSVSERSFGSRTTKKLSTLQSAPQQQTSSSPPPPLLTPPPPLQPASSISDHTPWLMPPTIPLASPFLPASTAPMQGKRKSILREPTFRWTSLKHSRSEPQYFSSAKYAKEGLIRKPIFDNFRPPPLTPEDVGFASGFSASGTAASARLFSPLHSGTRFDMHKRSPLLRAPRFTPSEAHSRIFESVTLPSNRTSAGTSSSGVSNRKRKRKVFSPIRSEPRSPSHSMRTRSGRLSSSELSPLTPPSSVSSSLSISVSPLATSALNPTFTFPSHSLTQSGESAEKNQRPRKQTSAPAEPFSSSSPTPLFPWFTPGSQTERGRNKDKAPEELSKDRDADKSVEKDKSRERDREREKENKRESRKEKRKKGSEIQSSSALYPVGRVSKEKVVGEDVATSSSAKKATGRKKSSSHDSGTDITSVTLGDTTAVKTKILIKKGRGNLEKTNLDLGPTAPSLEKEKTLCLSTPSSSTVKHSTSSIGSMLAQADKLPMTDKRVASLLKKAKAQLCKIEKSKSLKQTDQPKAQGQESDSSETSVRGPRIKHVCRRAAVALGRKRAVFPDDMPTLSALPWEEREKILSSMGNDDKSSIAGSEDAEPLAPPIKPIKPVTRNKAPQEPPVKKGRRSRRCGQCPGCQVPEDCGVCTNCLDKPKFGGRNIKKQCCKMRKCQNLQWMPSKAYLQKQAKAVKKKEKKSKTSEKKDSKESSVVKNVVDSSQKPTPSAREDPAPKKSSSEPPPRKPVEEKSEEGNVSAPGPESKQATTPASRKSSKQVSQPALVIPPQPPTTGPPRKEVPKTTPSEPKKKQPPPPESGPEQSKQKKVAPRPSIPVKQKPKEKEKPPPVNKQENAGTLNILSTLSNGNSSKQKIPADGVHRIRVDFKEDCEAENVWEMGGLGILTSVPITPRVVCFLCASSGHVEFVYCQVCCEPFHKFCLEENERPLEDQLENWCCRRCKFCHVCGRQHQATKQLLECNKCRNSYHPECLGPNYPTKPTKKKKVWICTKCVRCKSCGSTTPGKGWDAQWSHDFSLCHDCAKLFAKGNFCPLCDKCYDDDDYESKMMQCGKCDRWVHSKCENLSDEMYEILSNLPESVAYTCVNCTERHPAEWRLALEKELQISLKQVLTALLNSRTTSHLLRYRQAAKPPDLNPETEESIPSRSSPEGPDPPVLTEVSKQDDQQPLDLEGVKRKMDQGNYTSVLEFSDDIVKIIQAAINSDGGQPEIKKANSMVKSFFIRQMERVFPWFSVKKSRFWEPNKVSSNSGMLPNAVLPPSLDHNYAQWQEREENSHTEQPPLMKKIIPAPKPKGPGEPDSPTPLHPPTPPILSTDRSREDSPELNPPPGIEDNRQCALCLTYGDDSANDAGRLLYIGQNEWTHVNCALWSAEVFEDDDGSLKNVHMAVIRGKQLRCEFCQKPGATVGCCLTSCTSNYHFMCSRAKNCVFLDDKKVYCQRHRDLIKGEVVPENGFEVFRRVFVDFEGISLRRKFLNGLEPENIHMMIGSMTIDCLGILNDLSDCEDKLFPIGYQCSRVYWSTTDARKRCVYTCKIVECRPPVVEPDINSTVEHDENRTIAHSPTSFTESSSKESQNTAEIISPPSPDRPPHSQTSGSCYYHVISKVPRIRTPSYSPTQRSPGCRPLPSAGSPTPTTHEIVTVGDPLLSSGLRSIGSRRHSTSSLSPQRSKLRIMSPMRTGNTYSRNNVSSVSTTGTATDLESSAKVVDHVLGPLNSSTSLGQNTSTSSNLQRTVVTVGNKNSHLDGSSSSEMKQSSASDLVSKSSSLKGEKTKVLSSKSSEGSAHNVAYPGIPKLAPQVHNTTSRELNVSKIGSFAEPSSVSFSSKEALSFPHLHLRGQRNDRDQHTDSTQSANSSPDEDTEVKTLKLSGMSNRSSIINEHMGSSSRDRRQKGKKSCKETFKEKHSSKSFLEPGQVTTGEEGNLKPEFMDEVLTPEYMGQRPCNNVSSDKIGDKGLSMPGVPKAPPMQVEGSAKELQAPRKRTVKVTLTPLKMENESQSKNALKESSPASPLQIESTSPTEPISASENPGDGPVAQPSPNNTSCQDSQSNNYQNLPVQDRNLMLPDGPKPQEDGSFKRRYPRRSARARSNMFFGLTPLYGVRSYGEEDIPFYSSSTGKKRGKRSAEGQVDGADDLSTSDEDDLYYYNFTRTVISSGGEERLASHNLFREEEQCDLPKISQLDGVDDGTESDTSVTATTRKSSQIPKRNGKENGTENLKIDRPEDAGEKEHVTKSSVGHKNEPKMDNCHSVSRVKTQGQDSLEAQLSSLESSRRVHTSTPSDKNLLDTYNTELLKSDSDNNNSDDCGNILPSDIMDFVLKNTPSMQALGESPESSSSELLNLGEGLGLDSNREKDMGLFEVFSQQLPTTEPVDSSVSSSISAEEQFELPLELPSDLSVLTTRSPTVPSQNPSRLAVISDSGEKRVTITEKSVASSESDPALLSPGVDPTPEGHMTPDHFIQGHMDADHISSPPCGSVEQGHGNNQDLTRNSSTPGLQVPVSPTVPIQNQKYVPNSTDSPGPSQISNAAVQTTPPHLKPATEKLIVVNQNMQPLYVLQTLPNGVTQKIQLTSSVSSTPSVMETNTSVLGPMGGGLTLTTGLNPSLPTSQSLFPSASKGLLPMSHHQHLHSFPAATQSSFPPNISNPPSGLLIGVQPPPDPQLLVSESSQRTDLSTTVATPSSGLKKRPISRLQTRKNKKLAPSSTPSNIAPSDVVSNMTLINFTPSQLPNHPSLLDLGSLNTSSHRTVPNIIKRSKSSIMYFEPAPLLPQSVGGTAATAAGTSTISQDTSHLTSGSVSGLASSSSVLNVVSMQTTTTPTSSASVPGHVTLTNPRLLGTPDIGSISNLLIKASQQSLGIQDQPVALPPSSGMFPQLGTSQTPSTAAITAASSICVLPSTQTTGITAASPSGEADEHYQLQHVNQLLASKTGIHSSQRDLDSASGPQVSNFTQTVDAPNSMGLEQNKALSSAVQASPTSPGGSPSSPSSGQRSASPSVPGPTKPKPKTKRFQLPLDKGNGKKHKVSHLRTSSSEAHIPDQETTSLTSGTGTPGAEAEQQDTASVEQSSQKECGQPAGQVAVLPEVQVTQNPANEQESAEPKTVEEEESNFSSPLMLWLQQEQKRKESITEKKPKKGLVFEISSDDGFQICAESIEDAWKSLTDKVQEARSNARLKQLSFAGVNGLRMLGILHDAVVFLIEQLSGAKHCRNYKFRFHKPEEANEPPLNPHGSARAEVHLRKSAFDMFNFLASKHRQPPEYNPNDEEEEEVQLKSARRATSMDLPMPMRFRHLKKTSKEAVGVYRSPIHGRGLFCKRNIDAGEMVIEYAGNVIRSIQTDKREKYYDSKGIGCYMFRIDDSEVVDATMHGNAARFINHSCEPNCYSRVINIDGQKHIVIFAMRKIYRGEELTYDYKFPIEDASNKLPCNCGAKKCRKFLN
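Purified MLL-CXXC (added from a 7 uM solution) was preincubated 5 min at ambient with pinned compounds in 50 mM Tris-HCl pH 7.5, 50 mM NaCl, 1 mM DTT, 0.05% BSA. Fluorescein-labeled HOX-A9 DNA (50 nM solution) followed, 30 min, then polarization read.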
FBPA coupling cs: qHTS Assay for Inhibitors of Fructose-1,6-bisphosphate Aldolase from Giardia Lamblia: Coupling assay counterscreen. AID 2472, 2010. activity change, negative = inhibition, % at 58.2 µM, hits read low. 290,000 tested, 0.67% active. coupling enzyme system counterscreen, AmpLite Red fluorescence; in the data active means activity change below about -30%; further: on the % scale 0 is the no-effect control and ±100 the full control effect
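Counterscreen lacking aldolase: glyceraldehyde-3-phosphate coupling-enzyme reagent preincubated 10 min at RT with compound (at 57.5 uM final), then substrate/coupling system with AmpLite Red added; fluorescence read at 525/598 nm after 20 min RT.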
hERG WT inh: qHTS for Inhibitors of KCHN2 3.1: Wildtype qHTS; activity change, % at 1.84 µM; Voltage-gated inwardly rectifying potassium channel KCNH2 (Homo sapiens), Q12809; AID 720551, 2013; 340,000 tested, 0.37% active; U2OS, BacMam KCNH2, thallium flux FluxOr; stronger effect = lower value;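 active means maximum activity change below -70%; inconclusive means maximum activity change between -70% and -50%; inactive means maximum activity change above -50%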; further: on the % scale 0 is the no-effect control and ±100 the full control effect
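U2OS cells transduced with wild-type KCNH2 virus are loaded with FluxOr dye for 45 min, and thallium flux is measured in kinetic reads before and after stimulation buffer. Rate constants are normalized to DMSO controls.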
The depositor's hits bear a star; [ ] = remark or other dose. Unless noted, the call rests on the fitted dose curve; in most records, active means well fitted curve in the direction sought with a large enough effect; inconclusive means small, poorly fitted or top-dose-only effect, or another doubt; inactive means no such curve, though single readings can be large; an effect the other way counts as inactive or inconclusive. Some of the compounds tested; count on the stated rates, not on these rows.

Results for CSCCC(NC(=O)COc1ccccc1)C(=O)OCC(=O)c1cc2ccccc2o1 (stereo unspecified) ?
TRPV1 ag: 3.9; B2AR arrestin: 3.3%; KCNH2 3.1 block: 1.0; Giardia killer: -8.7; USP2a inh: 4.8%; GALK inh: -3.4%; PKM2 act: -2.7%; Menin MLL FP TR: -2.5%; MLL CXXC-DNA inh: 16.0%; FBPA coupling cs: -1.8; hERG WT inh: -2.8

What do the screens show for `O=C(NCc1cccc(Cl)c1)c1ccc(S(=O)(=O)Nc2cccc(C(F)(F)F)c2)cc1`?
TRPV1 ag: 0.4; B2AR arrestin: inconclusive; KCNH2 3.1 block: -9.1; Giardia killer: 7.8; USP2a inh: -3.4%; GALK inh: -7.3%; PKM2 act: -4.6%; Menin MLL FP TR: inconclusive; MLL CXXC-DNA inh: -4.9%; FBPA coupling cs: -0.8; hERG WT inh: -5.9

What do the screens show for `Cn1c(C(=O)NCCCN2CCN(c3ccccc3F)CC2)cc2c(=O)n(C)c3ccccc3c21`?
TRPV1 ag: -0.9; B2AR arrestin: 0.0%; KCNH2 3.1 block: 8.1; Giardia killer: 8.5; USP2a inh: inconclusive; GALK inh: 1.9%; PKM2 act: -1.0%; Menin MLL FP TR: -19.8%; MLL CXXC-DNA inh: 1.0%; FBPA coupling cs: -1.0; hERG WT inh: 4.8

How did Cc1ccc(NC(=O)c2cc(-c3ccccc3)n[nH]2)cc1 do in these assays?
TRPV1 ag: -0.2; B2AR arrestin: -0.2%; KCNH2 3.1 block: -5.2; Giardia killer: 14.3; USP2a inh: 2.0%; GALK inh: 0.7%; PKM2 act: 0.5%; Menin MLL FP TR: -14.6%; MLL CXXC-DNA inh: 18.4%; FBPA coupling cs: -0.1; hERG WT inh: 1.4

What do the screens show for `CC(=O)C1=C(O)C(=O)N(c2ccc(Br)cn2)C1c1cccc([N+](=O)[O-])c1` (stereo unspecified)?
TRPV1 ag: -1.7; B2AR arrestin: 0.2%; KCNH2 3.1 block: 8.9; Giardia killer: 6.8; USP2a inh: -0.2%; GALK inh: -1.5%; Menin MLL FP TR: inconclusive; MLL CXXC-DNA inh: inconclusive; FBPA coupling cs: 17.2; hERG WT inh: -2.2

How did CC(C)(C)C1CCC(OC(=O)C[N+]2(C)CCCC2)CC1 (stereo unspecified) do in these assays?
TRPV1 ag: 1.0; B2AR arrestin: 0.1%; KCNH2 3.1 block: 7.4; Giardia killer: 13.2; USP2a inh: 1.2%; GALK inh: 0.0%; PKM2 act: -13.0%; Menin MLL FP TR: 13.2%; MLL CXXC-DNA inh: -0.7%; FBPA coupling cs: 0.2; hERG WT inh: 5.3

What do the screens show for `O=C(NCc1cccnc1)C1CCC(CNS(=O)(=O)c2cccc3nsnc23)CC1` (stereo unspecified)?
TRPV1 ag: 2.5; B2AR arrestin: 5.1%; KCNH2 3.1 block: -0.3; Giardia killer: -22.0; USP2a inh: -1.6%; GALK inh: 1.9%; PKM2 act: -6.7%; MLL CXXC-DNA inh: 23.7%; FBPA coupling cs: -1.1; hERG WT inh: -2.5

How did Cc1ccc(CNC(=O)C2CCCN(S(=O)(=O)c3c(C)[nH]c(=O)[nH]c3=O)C2)cc1 (stereo unspecified) do in these assays?
TRPV1 ag: -2.7; B2AR arrestin: 0.2%; KCNH2 3.1 block: 14.0; Giardia killer: -21.0; USP2a inh: -0.9%; PKM2 act: -9.7%; Menin MLL FP TR: 4.0%; MLL CXXC-DNA inh: 2.4%; FBPA coupling cs: 0.2; hERG WT inh: -3.0

What do the screens show for `O=C(CCCN1C(=O)CCC1=O)Nc1ccc(Br)cc1F`?
TRPV1 ag: 0.7; B2AR arrestin: 0.1%; KCNH2 3.1 block: 12.6; Giardia killer: 0.0; USP2a inh: 4.3%; GALK inh: -0.6%; PKM2 act: 1.4%; Menin MLL FP TR: 0.1%; MLL CXXC-DNA inh: -13.3%; FBPA coupling cs: -1.9; hERG WT inh: 7.0

How did CCC(CC)C(=O)Nc1cccc(C(=O)Nc2ccc3c(c2)OCO3)c1 do in these assays?
TRPV1 ag: 6.7; B2AR arrestin: 0.2%; KCNH2 3.1 block: -0.7; Giardia killer: 4.4; USP2a inh: -0.4%; GALK inh: -3.1%; PKM2 act: 6.8%; Menin MLL FP TR: inconclusive; MLL CXXC-DNA inh: 3.0%; FBPA coupling cs: 0.6; hERG WT inh: 0.7

What do the screens show for `CCOc1nc2c(c(-c3cccs3)c1C#N)Cc1ccccc1-2`?
TRPV1 ag: -0.8; B2AR arrestin: -0.5%; KCNH2 3.1 block: 4.2; Giardia killer: 15.0; USP2a inh: -1.0%; GALK inh: 4.9%; PKM2 act: -0.5%; MLL CXXC-DNA inh: -2.2%; FBPA coupling cs: 6.1; hERG WT inh: 1.3

Results for Cc1ccc2nc(-c3cccnc3)c(NC3CCCCC3)n2c1 ?
TRPV1 ag: inconclusive; B2AR arrestin: -0.2%; KCNH2 3.1 block: 7.3; Giardia killer: -11.3; USP2a inh: 2.9%; GALK inh: -0.2%; PKM2 act: 1.2%; Menin MLL FP TR: -8.6%; MLL CXXC-DNA inh: 1.2%; FBPA coupling cs: 3.1; hERG WT inh: -1.7

What do the screens show for `CCOC(=O)C1=C(c2ccccc2)NC(=O)NC1c1ccc(OC)cc1` (stereo unspecified)?
TRPV1 ag: -0.4; B2AR arrestin: 0.3%; KCNH2 3.1 block: -15.9; Giardia killer: -8.6; USP2a inh: -0.4%; GALK inh: 14.2%; PKM2 act: 2.7%; Menin MLL FP TR: 5.7%; MLL CXXC-DNA inh: 3.3%; FBPA coupling cs: 1.2; hERG WT inh: -0.2

What do the screens show for `Cc1ccc(C)c(NC(=O)CN(C)C(=O)[C@@H](NC(=O)c2ccc(C(C)(C)C)cc2)C(C)C)c1`?
TRPV1 ag: -1.2; B2AR arrestin: -1.0%; KCNH2 3.1 block: 2.2; Giardia killer: 13.1; USP2a inh: 3.5%; GALK inh: -0.3%; PKM2 act: 8.3%; Menin MLL FP TR: 3.4%; MLL CXXC-DNA inh: -19.1%; FBPA coupling cs: 1.1; hERG WT inh: 13.1

What do the screens show for `COc1ccc(/C=C(\NC(=O)c2ccc(Cl)cc2)C(=O)NCC2CCCO2)cc1OC` (stereo unspecified)?
TRPV1 ag: 1.1; B2AR arrestin: -0.2%; KCNH2 3.1 block: -8.7; Giardia killer: -2.7; USP2a inh: -3.9%; GALK inh: 0.9%; Menin MLL FP TR: -3.6%; MLL CXXC-DNA inh: 7.1%; FBPA coupling cs: -3.2; hERG WT inh: 2.3

What do the screens show for `Cc1ccc2c(c1)c1nnc(SCC(=O)Nc3ccc(N(C)C)cc3)nc1n2CC(=O)O`?
TRPV1 ag: -0.7; B2AR arrestin: 7.0%; KCNH2 3.1 block: -1.8; Giardia killer: 17.8; USP2a inh: -8.3%; GALK inh: -7.3%; PKM2 act: -2.4%[11.5 µM]; Menin MLL FP TR: -26.1%; MLL CXXC-DNA inh: 6.2%; FBPA coupling cs: -5.7; hERG WT inh: -4.0

How did Cc1ccc(NC(=O)NC(=O)CSc2nnc(-c3ccc(Cl)cc3Cl)n2N)c(C)c1 do in these assays?
TRPV1 ag: 8.1; B2AR arrestin: 2.3%; KCNH2 3.1 block: 12.9; Giardia killer: 9.8; USP2a inh: -11.7%; GALK inh: 0.9%; PKM2 act: -5.9%; Menin MLL FP TR: -14.8%; MLL CXXC-DNA inh: 14.7%; FBPA coupling cs: -5.0; hERG WT inh: 4.2

What do the screens show for `CCc1cc(C(=O)N(Cc2ccccc2)c2c(N)n(CCOC)c(=O)[nH]c2=O)sc1C`?
TRPV1 ag: 4.4; B2AR arrestin: 0.1%; KCNH2 3.1 block: -3.9; Giardia killer: 9.8; USP2a inh: -0.2%; hERG WT inh: -1.0

How did CN1CCN(Cc2c(C(=O)N3CCc4ccccc4C3)nc3ccc(Cl)cn23)CC1 do in these assays?
TRPV1 ag: 22.7; B2AR arrestin: 0.0%; KCNH2 3.1 block: -2.3; Giardia killer: -3.5; USP2a inh: 2.6%; GALK inh: 3.9%; MLL CXXC-DNA inh: -1.0%; hERG WT inh: 15.0
